# FXIIa inh 1536 = human FXIIa protease inhibitors, primary screen, biochemical, 1536-well; AID 800, 2007; Coagulation factor XII (Homo sapiens), P00748; inhibition, % at 5 µM; actives 0.3% (n = 220,000); purified FXIIa, Boc-QGR-AMC fluorogenic substrate, 2 h; in the data active means inhibition above about 40%;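 further: 0% = enzyme with no compound and 100% = blank without enzyme; many of its hits are not listed in these tables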
# Furin inh = human furin inhibitors, primary screen, biochemical, fluorescence intensity. inhibition, % at 30 µM. purified furin, fluorogenic substrate cleavage. AID 463115, 2010. P09958. actives 0.061% (n = 220,000); in the data active means inhibition above about 25%; further: inactives centre near -15
# Wee1 degr inh = Wee1 degradation inhibitors, primary screen, cell-based, HeLa, Wee1K328M-luciferase, luminescence | actives 1.2% (n = 220,000) | reporter increase, % at 5 µM | AID 1321, 2008 | HeLa Luc-Wee1K328M stability; 100% = proteasome inhibitor MG132 effect | Wee1-like protein kinase (Homo sapiens), P30291;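 active means activation above the mean of all tested compounds plus 3 SD, set per screening run, cut at about 8.8% in these data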;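 further: cells exposed to compound for 20 h before luminescence read; 0% = DMSO alone and 100% = MG132 at 30 µM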
# PERK inhibitor = block of dimerizer-induced PERK translation repression, primary screen, PERK inhibitor project, CHO PERK-DD cells, SEAP luminescence, HTS; AID 1416, 2008; actives 0.17% (n = 220,000); inhibition, % at 5.6 µM; CHO PERK-DD fusion, SEAP luminescence translation reporter;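 active means inhibition above the mean inhibition of all tested compounds plus 3 SD, set separately per screening campaign, cut at about 2.9% in these data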;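 further: PERK kinase domain activated by AP20187 dimerizer at 100 nM; 0% = DMSO with dimerizer and 100% = rapamycin at 8.4 µM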
# Target sequence (Q9NZJ5 whole entry, looked up, the tested form may be a part): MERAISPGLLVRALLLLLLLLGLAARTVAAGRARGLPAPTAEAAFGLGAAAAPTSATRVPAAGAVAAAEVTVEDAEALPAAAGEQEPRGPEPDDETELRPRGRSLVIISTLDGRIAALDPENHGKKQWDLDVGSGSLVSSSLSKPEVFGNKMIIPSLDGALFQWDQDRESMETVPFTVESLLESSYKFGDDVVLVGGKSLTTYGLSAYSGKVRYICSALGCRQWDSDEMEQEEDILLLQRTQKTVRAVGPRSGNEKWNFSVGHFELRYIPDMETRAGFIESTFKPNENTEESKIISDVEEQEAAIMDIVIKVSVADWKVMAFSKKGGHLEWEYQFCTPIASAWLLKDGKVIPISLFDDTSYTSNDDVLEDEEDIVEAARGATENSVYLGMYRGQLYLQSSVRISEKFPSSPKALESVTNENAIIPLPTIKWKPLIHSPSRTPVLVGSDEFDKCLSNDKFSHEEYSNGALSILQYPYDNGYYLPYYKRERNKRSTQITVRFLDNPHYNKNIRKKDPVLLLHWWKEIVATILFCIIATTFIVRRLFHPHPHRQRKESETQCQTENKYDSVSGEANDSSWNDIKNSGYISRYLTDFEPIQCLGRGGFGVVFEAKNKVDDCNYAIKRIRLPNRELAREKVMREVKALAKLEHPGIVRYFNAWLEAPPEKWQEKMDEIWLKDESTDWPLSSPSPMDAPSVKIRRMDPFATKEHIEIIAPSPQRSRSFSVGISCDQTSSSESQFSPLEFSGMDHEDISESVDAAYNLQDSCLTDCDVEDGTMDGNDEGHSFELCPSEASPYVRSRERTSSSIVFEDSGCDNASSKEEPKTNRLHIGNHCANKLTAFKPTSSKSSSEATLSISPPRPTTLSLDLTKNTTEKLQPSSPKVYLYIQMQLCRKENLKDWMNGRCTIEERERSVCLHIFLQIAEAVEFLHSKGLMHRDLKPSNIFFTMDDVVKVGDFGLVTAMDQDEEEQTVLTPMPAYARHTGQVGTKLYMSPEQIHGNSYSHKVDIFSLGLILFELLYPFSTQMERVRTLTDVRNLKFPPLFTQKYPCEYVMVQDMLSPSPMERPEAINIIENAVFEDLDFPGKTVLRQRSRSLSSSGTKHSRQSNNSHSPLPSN
# p97 ATPase inh = inhibitors of human p97 ATPase, primary screen, biochemical. inhibition, % at 8 µM. recombinant p97 ATPase, Kinase-Glo ATP luminescence, 3 h. Transitional endoplasmic reticulum ATPase (Homo sapiens), P55072. actives 0.42% (n = 220,000); in the data active means inhibition above about 15%;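 further: 0% = DMSO vehicle and 100% = wells lacking enzyme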
# KCC2 mod = KCC2 cotransporter modulators, thallium flux, primary screen, cell-based, HEK293 KCC2, FluoZin-2 fluorescence, MLSMR; Solute carrier family 12 member 5 (Homo sapiens), Q9H2X9; KCC2 cells, thallium flux FluoZin-2 fluorescence; B-score of Tl+ flux slope (higher = more flux/activation; lower = inhibition) at 10 µM; actives 2.2% (n = 190,000); AID 1456, 2008;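 active means thallium flux slope and its plate-corrected score both differing from the plate sample mean at a set confidence after two filtering rounds, in either direction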;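 further: slope of fluorescence scaled to starting intensity during 10 to 20 s after thallium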
# hK5 inh = human KLK5 protease inhibitors, primary screen, biochemical, 1536-well; Kallikrein-5 (Homo sapiens), Q9Y337; recombinant hK5, fluorogenic AMC substrate cleavage; inhibition, % at 5 µM; actives 0.59% (n = 210,000);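 active means inhibition of 40% or more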;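 further: 0% = enzyme controls without compound and 100% = no-enzyme blanks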
# FXIa inh = human FXIa protease inhibitors, primary screen, biochemical, 1536-well. Coagulation factor XI (Homo sapiens), P03951. purified FXIa, Boc-Glu-Ala-Arg-AMC fluorogenic substrate. inhibition, % at 5 µM. actives 0.14% (n = 220,000);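 active means inhibition of at least 40%; inactive means inhibition below 40%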;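 further: fluorescence of freed AMC excited at 355 nm; 0% = enzyme without compound and 100% = no enzyme blank; many of its hits are not listed in these tables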
# thrombin 1536 = human alpha-thrombin inhibitors, primary screen, counter-screen for coagulation protease inhibitor project, biochemical, 1536-well, fluorogenic AMC substrate. Boc-VPR-AMC fluorogenic substrate cleavage. inhibition, % at 5 µM. actives 0.26% (n = 220,000);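 active means inhibition at or above 40%; inactive means inhibition below 40%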;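 further: 0% = enzyme with no compound and 100% = wells without enzyme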
#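 Test system: human alpha-thrombin; medium: pH 7.5 Tris-saline with Tween 20; times: reaction at room temperature; signal: AMC fluorescence at 355 nm excitation and 460 nm emission; also added: Boc-VPR-AMC substrate, 15 µM final; dosing: one concentration per compound, 5 µM, with 0.2% DMSO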
# The depositor's hits bear a star; . = no result given; [ ] = dose if it differs, or a comment.
SMILES,FXIIa inh 1536,Furin inh,Wee1 degr inh,PERK inhibitor,p97 ATPase inh,KCC2 mod,hK5 inh,FXIa inh,thrombin 1536
COc1cc(NC(=O)COC(=O)CNS(=O)(=O)c2ccc(F)c(F)c2F)cc(OC)c1,-2,-5,-2,0.7,-1,0.84,-9,-6,-9
COc1ccc(C2=NOC(C(=O)Nc3ccc4c(c3)OCO4)C2)cc1OC (centres undefined),13,-13,1,0.7,-7,0.48,3,5,-5
CCNc1nc(NC(C)C)nc(Nn2cnnc2)n1,2,-17[20 µM],0,0.7,7,-0.37,-5,-10,-4
CCCCCn1c2c(c(=N)c3ccccc31)CCC2,5,-8,-4,-1.5,-7,-0.53,-1,0,-6
CCOC(=O)c1cc(C(C)=O)n2ccccc12,1,-10[20 µM],-3,1.3,6,.,1,8,0
CCCCN(C(=O)CNC(=O)c1ccco1)C(C(=O)NC1CCCCC1)c1ccc(OC)cc1OC (centres undefined),-1,-12,-2,-1.2,-7,.,-10,3,0
O=C(NCc1cccnc1)c1cc(Cl)ccc1[N+](=O)[O-],8,-3,0,0.7,-1,-1.4,-20,10,-1
CC(=O)c1cccc(NC(=O)C(=O)c2cn(CC(=O)N3CCCCC3)c3ccccc23)c1,2,-14,-2,-0.1,1,-0.038,-14,-6,-10
Cc1ccc(-c2cc[n+](Cc3ccccc3)cc2)cc1,6,-16,-4,0.2,1,0.57,-1,-4,-7
COc1ccc(OC)c(S(=O)(=O)Nc2ccccc2C)c1,12,-20[20 µM],0,-0.1,-1,2.2,-17,-3,1
Cc1cc(C(=O)Nc2ccc3[nH]ccc3c2)no1,1,-8,0,1.4,5,-0.27,-11,-2,-11
CCOC(=O)N/N=C(\C)c1ccc(Br)cc1,9,-12[20 µM],-2,1.1,3,0.81,-4,-6,0
CC(C)NC(=O)c1cc(-c2ccco2)on1,10,-14,-1,0.1,-7,.,-5,-4,-5
CNC(=S)Nc1ccc(C23CC4CC(CC(C4)C2)C3)cc1,9,-19,1,1.3,7,-0.22,-9,3,-15
Cc1nnc(SCC(=O)N(C)c2c(N)n(Cc3ccccc3)c(=O)[nH]c2=O)n1Cc1ccccc1,9,-29,2,0.4,-4,0.48,3,2,-1
CC(C)(C)C(=O)N1CCN(c2ccc([N+](=O)[O-])c(NCC3CCCO3)c2)CC1 (centres undefined),16,-6[20 µM],-3,-0.2,2,.,0,1,4
O=C(COC(=O)c1ccccc1Br)NCCN1C(=O)CSC1=O,5,-25,3,-0.9,2,0.16,10,-3,-4
COc1ccccc1N1CC(C)C(=O)NC1=S (centres undefined),-3,-3,-2,0.5,-2,-0.73,-13,-7,-8
Cc1[nH]c2ccccc2c(=O)c1C(=O)/C=C/c1ccccc1,12,-19,-3,-0.5,9,0.39,2,2,0
Cc1ccc(NC(=S)NC2CCN(Cc3ccccc3)CC2)c(C)c1,4,-33,3,-0.5,6,-3,-9,8,-1
Cc1ccc(S(=O)(=O)Nc2nc(-c3ccc(F)cc3)cs2)cc1,2,-18,-1,1.8,2,.,1,0,0
COCCNCCCCOc1ccccc1-c1ccccc1,8,-20,-1,-1.0,-4,0.0096,-15,4,-2
O=C(CSc1cccc(C(F)(F)F)c1)Nc1ccc(Cl)cc1Cl,1,-26,-2,0.9,-5,0.0055,7,-1,4
CCS(=O)(=O)N1CCCC(C(=O)NCCc2ccc(C)cc2)C1 (centres undefined),7,-18,0,-0.1,-3,0.33,-11,-6,-4
Cn1nc(C(F)(F)F)c(CN2CC(C)(C)C2=O)c1N1CCOCC1,10,-25,-2,2.0,4,0.45,.,4,1

# As entered above:
# Under thrombin 1536, `CCS(=O)(=O)N1CCCC(C(=O)NCCc2ccc(C)cc2)C1` (centres undefined) is entered as -4
# Under FXIa inh, `O=C(CSc1cccc(C(F)(F)F)c1)Nc1ccc(Cl)cc1Cl` is entered as -1

# The main list resumes, starting 6 compounds before the break.
SMILES,FXIIa inh 1536,Furin inh,Wee1 degr inh,PERK inhibitor,p97 ATPase inh,KCC2 mod,hK5 inh,FXIa inh,thrombin 1536
Cc1ccc(NC(=S)NC2CCN(Cc3ccccc3)CC2)c(C)c1,4,-33,3,-0.5,6,-3,-9,8,-1
Cc1ccc(S(=O)(=O)Nc2nc(-c3ccc(F)cc3)cs2)cc1,2,-18,-1,1.8,2,.,1,0,0
COCCNCCCCOc1ccccc1-c1ccccc1,8,-20,-1,-1.0,-4,0.0096,-15,4,-2
O=C(CSc1cccc(C(F)(F)F)c1)Nc1ccc(Cl)cc1Cl,1,-26,-2,0.9,-5,0.0055,7,-1,4
CCS(=O)(=O)N1CCCC(C(=O)NCCc2ccc(C)cc2)C1 (centres undefined),7,-18,0,-0.1,-3,0.33,-11,-6,-4
Cn1nc(C(F)(F)F)c(CN2CC(C)(C)C2=O)c1N1CCOCC1,10,-25,-2,2.0,4,0.45,.,4,1
N#C/C(=C\c1ccc(-c2ccc(F)cc2)o1)C(=O)Nc1nc(-c2cccs2)cs1,27,-1,2,1.2,3,1.3,-6,25,-7
C=C(C)c1cccc(C(C)(C)NC(=O)Nc2nncs2)c1,1,-29,2,-0.1,-4,-1.1,4,-8,-7
COc1ccc(OC)c(C(=O)NC(CC(N)=O)c2ccc(N3CCC(N4CCCC4)CC3)c([N+](=O)[O-])c2)c1 (centres undefined),7,-28,.,.,.,-0.051,-1,-4,-6
Cn1c(Cn2c(=O)sc3ccccc32)nnc1SCC(=O)NCc1ccccc1Cl,15,14,0,0.4,4,0.061,-6,5,0
COc1cc(-c2nc3ccccn3c2/N=C/c2cccc(F)c2)ccc1O,6,-45,-1,0.9,1,-0.71,3,2,-4
COc1ccc(CNC(=O)COC(=O)c2ccccc2C(=O)c2ccccc2)cc1,4,-22,3,1.2,5,0.38,-3,-1,0
NC1=NC(c2ccc(F)cc2)n2c(nc3ccccc32)N1 (centres undefined),-1,-29,-3,0.8,2,1,-2,6,-22
CCCNC(=O)c1cccc(COc2ccccc2OC)c1,7,-14,0,-0.3,-3,-1.1,.,-2,-6
O=C(COC(=O)c1c2c(nc3ccccc13)CCCC2)Nc1ccc2c(c1)OCO2,10,-25,3,-1.4,6,-0.28,4,-1,0
O=C(Oc1c(-c2ccccc2Cl)oc2ccccc2c1=O)c1ccc(Cl)cc1,14,-9,2,0.2,4,0.53,-7,3,1
COC(=O)COn1c(SC(C)C)nc2ccccc2c1=O,-4,-25[20 µM],5,0.5,-1,0.64,-2,-6,-8
COc1cnn(-c2ccc(C)cc2)c(=O)c1SCc1ccccc1,8,-13[20 µM],-3,0.4,3,-0.46,-2,-4,-8
COc1cccc(N2C(=O)CC(NNC(=O)c3cccs3)C2=O)c1 (centres undefined),9,5,-2,1.0,1,-0.031,-15,0,-11
CCN(CC)CCNC(=O)CCCCn1c(=S)[nH]c2c([nH]c3ccc(OC)cc32)c1=O,1,-18,-1,0.6,4,0.62,-3,-4,-5
O=C(Cc1cccc2ccccc12)NN1C(=O)CSC1=S,11,-28,0,1.0,4,-0.18,3,0,4
O=C(NCC(=O)N1CCN(c2ncccn2)CC1)c1cccs1,7,-5[20 µM],0,0.8,5,0.81,-7,-6,1

# A different layout for some results above.
molecule: O=C(COC(=O)c1c2c(nc3ccccc13)CCCC2)Nc1ccc2c(c1)OCO2
  FXIIa inh 1536: 10 | Furin inh: -25 | Wee1 degr inh: 3 | PERK inhibitor: -1.4 | p97 ATPase inh: 6 | KCC2 mod: -0.28 | hK5 inh: 4 | FXIa inh: -1 | thrombin 1536: 0
molecule: O=C(Oc1c(-c2ccccc2Cl)oc2ccccc2c1=O)c1ccc(Cl)cc1
  FXIIa inh 1536: 14 | Furin inh: -9 | Wee1 degr inh: 2 | PERK inhibitor: 0.2 | p97 ATPase inh: 4 | KCC2 mod: 0.53 | hK5 inh: -7 | FXIa inh: 3 | thrombin 1536: 1
